# Luc counter: Kinase-Glo luciferase inhibition (counter-screen); Kinase-Glo luciferase, ATP luminescence, 8 min; 200,000 compounds, 0.28% hits; Q27757; Potency, µM (highest dose often 38.3 µM), for inactives: at the highest dose activity change, negative = inhibition, usual class: inhibitors; note: % is set by controls: 0 for no effect and ±100 for the full control effect; nearly all actives have a fitted effect of over 60% in size
#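 Luminescence was the read-out, taken after 8-minute incubation at ambient temperature. Luciferase turned over luciferin with 10 uM ATP in imidazole pH 7.2 buffer containing KCl, MgCl2, Tween 20 and BSA.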
# ALDH1A1 inh: ALDH1A1 (human) enzyme inhibition; P00352; Purified ALDH1A1, NADH fluorescence, propionaldehyde substrate; 220,000 compounds, 7.3% hits; AID 1030; Potency, µM (titrated, usually from 75.3 µM), inactives show at the highest dose activity, negative = inhibition, usual class: inhibitors; active = well fitted inhibition curve with a large enough effect, not every such curve was filed as active; inconclusive = small, poorly fitted or top-dose-only effect, or another doubt; inactive = no such curve, though single readings can be large or run the other way;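 note: plate controls were no enzyme wells and a reference inhibitor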
# SMN2 splice enh: increases expression of the SMN2 splice variant. HEK293 SMN2-luciferase splicing reporter, luminescence, 30-36 h. Potency, µM (series often up to 46.1 µM), for the others: at the top dose activity change, positive = activation, actives largely listed as activators. 210,000 compounds, 2.8% hits; note: % of control where 0% means no effect; nearly all actives have a fitted effect of over 55% in size
#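 HEK293 cells carry an SMN2 […]–luciferase reporter in which exon 7 inclusion puts luciferase in frame. Cells were plated 10-12 h before compound addition, then incubated 30-36 h at 37C. ONE-Glo luminescence was read; sodium butyrate at 4.5 mM final served as control.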
# RECQ1 helicase: blocks DNA unwinding by human RECQ1; RECQ1 DNA unwinding, red fluorescence kinetic read; 240,000 compounds, 0.54% hits; Potency, µM (series often up to 57.3 µM), for the others: top-dose activity, negative = inhibition, hits mostly inhibitors;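 note: plate controls were vehicle for no effect and no enzyme for full effect; nearly all actives have a fitted effect of over 30% in size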
# Target sequence (P46063 whole entry, looked up): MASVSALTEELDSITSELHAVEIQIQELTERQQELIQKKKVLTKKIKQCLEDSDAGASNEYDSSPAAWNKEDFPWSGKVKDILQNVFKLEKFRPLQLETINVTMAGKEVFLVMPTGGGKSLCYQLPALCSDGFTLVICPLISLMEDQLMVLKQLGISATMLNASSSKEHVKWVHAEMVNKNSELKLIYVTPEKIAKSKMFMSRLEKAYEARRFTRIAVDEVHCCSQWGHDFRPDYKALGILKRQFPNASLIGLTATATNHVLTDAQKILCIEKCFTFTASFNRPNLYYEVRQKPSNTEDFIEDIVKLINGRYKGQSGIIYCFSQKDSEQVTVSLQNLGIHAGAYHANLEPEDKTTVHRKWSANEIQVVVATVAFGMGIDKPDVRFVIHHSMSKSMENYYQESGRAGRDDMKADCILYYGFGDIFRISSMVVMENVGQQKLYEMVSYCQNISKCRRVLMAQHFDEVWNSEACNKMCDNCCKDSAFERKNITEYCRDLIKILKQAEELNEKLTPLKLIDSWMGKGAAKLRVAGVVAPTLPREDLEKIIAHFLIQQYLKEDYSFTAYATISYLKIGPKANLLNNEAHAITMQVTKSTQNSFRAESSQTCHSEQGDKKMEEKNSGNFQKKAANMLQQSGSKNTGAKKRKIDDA
#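 RECQ1T1 50 nM; forked duplex (20 bp + 30-nt ss tails) 200 nM, ATP 2 mM final; pH 8.0, 2 mM MgCl2, 2.5 ug/ml poly(dI-dC); 15 min compound preincubation; discontinuous kinetic read over 2 h at RT.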
# Lamin A splicing: changes lamin A minigene splicing in HeLa cells; HeLa LMNA splicing GFP/RFP minigene ratio, 48 h; Potency, µM (series often up to 46.1 µM), inactives show at the top dose ratio change, negative = inhibition, most hits filed as inhibitors; 200,000 compounds, 0.01% hits; AID 1487; active = well fitted inhibition curve with a large enough effect in the signal ratio, with a control signal flat, not every such curve was filed as active; inconclusive = small, poorly fitted or top-dose-only effect, or effect the other way, or a change in a side signal; the % refers to the signal ratio; note: % is set by controls: 0 for no effect and ±100 for the full control effect
#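 S3 HeLa cells stably expressing lamin A-EGFP splicing minigene plus DsRed2, 600 cells/well, 48 h compound exposure at 37C. Laser-scanning cytometry; analysed as GFP (500-530 nm)/RFP (575-640 nm) total intensity ratio; 0.5% DMSO vehicle.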
# Tau fibril ThT: inhibitors of human tau fibril formation, thioflavin T binding; Potency, µM (titrated, usually from 57.4 µM), for inactives: at the top dose activity, negative = inhibition, actives largely listed as inhibitors; recombinant tau K18 P301L (four-repeat tau fragment), heparin-induced fibrillization, ThT fluorescence; 270,000 compounds, 2.1% hits; P10636; note: % is set by controls: 0 for no effect and ±100 for the full control effect; nearly all actives have a fitted effect of over 55% in size
# Target sequence (P10636 561-689 P618L limits assumed): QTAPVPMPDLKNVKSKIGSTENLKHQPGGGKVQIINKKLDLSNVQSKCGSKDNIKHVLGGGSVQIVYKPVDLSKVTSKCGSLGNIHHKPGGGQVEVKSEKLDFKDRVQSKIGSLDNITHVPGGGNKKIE
#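 Aggregation was driven by heparin (20 uM final) acting on recombinant tau […] bearing P301L in 100 mM sodium acetate pH 7; fibrils were detected with Thioflavin T.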
# L3MBTL1 block: inhibitors of human L3MBTL1; Potency, µM (doses to about 57.1 µM), without a hit: at the highest dose activity, negative = inhibition, most hits filed as inhibitors; AlphaScreen L3MBTL1–H3K9me1 peptide binding; 230,000 compounds, 0.66% hits; Q9Y468; note: % is set by controls: 0 for no effect and ±100 for the full control effect; nearly all actives have a fitted effect of over 60% in size
#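 L3MBTL1 50 nM + b-AHA-H3(1-15)K9me1 75 nM, 30 min RT; compound added, 30 min RT; streptavidin donor/Ni-chelate acceptor beads 10 ug/mL each final, 30 min RT dark; AlphaScreen read.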
# KDM4E inh: inhibitors of human JMJD2E histone demethylase. B2RXH2. JMJD2E catalytic domain, FDH-coupled NADH fluorescence (FDH is formaldehyde dehydrogenase). Potency, µM (top dose mostly 57.1 µM), for inactives: at the highest dose activity change, negative = inhibition, most hits filed as inhibitors. 230,000 compounds, 1.6% hits. AID 2147; active = well fitted inhibition curve with a large enough effect, not every such curve was filed as active; inconclusive = small, poorly fitted or top-dose-only effect, or another doubt; inactive = no such curve, though single readings can be large or run the other way;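 note: 0% = wells with enzyme and -100% = buffer wells without enzyme; nearly all actives have a fitted effect of over 50% in size; many of its hits are not listed in these tables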
# Target sequence (B2RXH2 1-337 limits assumed): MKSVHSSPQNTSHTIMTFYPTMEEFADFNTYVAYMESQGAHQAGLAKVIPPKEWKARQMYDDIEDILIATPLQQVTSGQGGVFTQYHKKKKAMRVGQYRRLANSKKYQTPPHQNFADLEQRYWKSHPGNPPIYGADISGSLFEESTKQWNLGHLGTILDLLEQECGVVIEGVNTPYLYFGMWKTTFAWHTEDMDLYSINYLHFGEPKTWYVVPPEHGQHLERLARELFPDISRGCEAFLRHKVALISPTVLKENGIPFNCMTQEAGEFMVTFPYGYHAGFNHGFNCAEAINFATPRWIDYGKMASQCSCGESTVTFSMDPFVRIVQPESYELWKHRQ
# * marks the source's active call; other numbers are inactive results; i = inactive; ? = inconclusive; nt = not tested or not shown; [ ] = another dose, or the depositor's remark. Unless noted, calls come from the whole dose curve; as a rule, active = well fitted curve in the direction sought with a large enough effect; inconclusive = small, poorly fitted or top-dose-only effect, or another doubt; inactive = no such curve, though single readings can be large; an effect the other way counts as inactive or inconclusive. Potency is the fitted concentration of half-maximal effect.
# Order of values – Luc counter	ALDH1A1 inh	SMN2 splice enh	RECQ1 helicase	Lamin A splicing	Tau fibril ThT	L3MBTL1 block	KDM4E inh
CN(c1ccc(C(=O)NCc2ccco2)cc1)S(C)(=O)=O
→ 2%	6%	-12%	-1%	-3%	8%	-5%[11.4 µM]	5%
CCC(C)NC(=O)Nc1ccccc1F (stereo unspecified)
→ -2%	6%	-16%	0%	-9%	0%	-1%	5%
CC(C)N(CC#CCC(O)(c1ccccc1)c1ccccc1)CCO
→ -14%	?	nt	i	nt	-7%	-4%	-25%
COC(=O)CNC(=O)COC(=O)c1cc(Cl)cc(Cl)c1N
→ 1%	?	1%	0%	-12%	?	-12%	0%
O=C(NCCN1CCN(c2ccccc2F)CC1)C1c2ccccc2C(=O)N2CCc3ccccc3C12 (stereo unspecified)
→ 8%	-10%	7%	-3%	-5%	-9%	-8%	0%
CC1CCN(C(=O)CNC(=O)Cn2ccc3ccccc3c2=O)CC1
→ 2%	-4%	17%	-9%	-1%	4%	0%	?
CCN(CC)S(=O)(=O)c1cc(C(=O)Nc2ccccc2C(=O)O)ccc1OC
→ 3%	-12%	10%	-6%	2%[0.0737 µM]	-10%	-2%	4%
Cc1ccc(NC(=O)O[C@@H]2C(=O)c3cc(Br)ccc3O[C@H]2c2ccc3c(c2)OCO3)cc1Br
→ 0%	-1%	-7%	-8%	nt	-2%	nt	2%
CCCOc1ccc(CNC(=S)N/N=C/c2ccc([N+](=O)[O-])cc2)cc1
→ -2%	-6%	-36%[inhibitor]	-11%	-4%	?	nt	-21%
CC/C(=N\NC(=O)CSCc1ccccc1Cl)c1ccc2c(c1)OCCO2
→ 1%	?	-20%	i	-1%	5%	4%	6%
CC(/C=C/c1ccc2c(c1)OCO2)=N/NC(=O)c1ccc(C)nc1
→ 0%	-8%	7%	-6%	-10%	?	2%	-6%
O=C(COc1cccc2cccnc12)Nc1ccccc1N1CCOCC1
→ 12%	-5%	-67%[inhibitor]	-4%	nt	-9%	nt	-6%
CCOC(=O)CCSc1nc(C)cc(C(F)(F)F)c1C#N
→ 2%	-11%	15%	i	-14%	-11%	nt	-6%
CCCOc1ccc(C(C)=O)cc1CSc1nc(O)cc(=O)[nH]1
→ -2%	?	0%	-20%	20%	?	nt	2%
COc1cccc(N2CCN(C(=O)CCCCCNc3nc(=S)[nH]c4ccccc34)CC2)c1
→ 3%	6%	-49%[inhibitor]	-10%	nt	?	-22%	1%
O=C(c1ccc2c(c1)OCO2)N(Cc1cccs1)C1(C(=O)NC2CCCCC2)CCCCC1
→ 0%	-12%	-36%[inhibitor]	0%	?	-14%	-5%	3%
CN1CC(=O)N/C1=N\C(=O)Nc1ccc2c(c1)N(C)C(=O)CS2
→ 3%	?	-20%	-2%	6%	?	nt	10%
Cc1cccc(NC(=O)COC(=O)c2cc3ccccc3oc2=O)c1
→ 1%	-2%	7%	-3%	5%[46 µM]	-2%	nt	-3%
CN(C(=O)c1ccccc1C(=O)c1ccccc1)C1CCS(=O)(=O)C1 (stereo unspecified)
→ -1%	-4%	5%	i	-2%	-1%	14%	3%
CCC(C)(C)NC(=O)c1ccc(Sc2nncn2C)c([N+](=O)[O-])c1
→ -1%	9%	3%	-2%	-6%	6%	10%	-3%
CSc1nc(=S)cc(C)[nH]1
→ nt	nt	nt	19%	nt	?	10%	?
C=CCn1c(C)c(C(C)=O)c(N2CCCC2)nc1=S
→ -6%	0%	-8%	-6%	5%	-6%	1%	4%
COC(=O)c1cc(NC2c3ccccc3C(=O)N2c2ccc(Cl)cn2)cc(C(=O)OC)c1 (stereo unspecified)
→ -1%	-3%	10%	5%	-10%	-3%	38%[activator]	8%
COC(=O)c1[nH]c(C)c(/C(O)=C2\C(=O)C(=O)N(CCN(C)C)C2c2ccc(C)o2)c1C (stereo unspecified)
→ -1%	-8%	-5%	-6%	0%	-9%	5%	-20%
Cc1ccc(C(=O)NCCN(C)C)c(C)c1
→ -3%	7%	?	0%	1%	-4%	5%	1%
Cc1ccccc1-c1cc(Nc2ccc(F)cc2)ncn1
→ 2%	-5%	15%	-2%	-13%	6%	nt	-14%
Cc1nc2ccccc2c(=O)n1/N=C/C=C/c1ccccc1
→ nt	nt	nt	-1%	nt	-10%	-2%	1%
CC1=CC(=C(C#N)c2nc3ccccc3s2)C=C(C)N1Cc1ccco1
→ -3%	-4%	-16%	11%	8%	-18%	6%	-3%
c1ccc(CN(Cc2ccco2)C(c2ccncc2)c2nnnn2C2CCCC2)cc1 (stereo unspecified)
→ 2%	?	-25%	-17%	-6%	?	?	?
Cc1cc(C)c(C#N)c(SCc2nc3ccccc3c(=O)[nH]2)n1
→ -2%	?	0.79µM*	0%	?	?	nt	9%

# 6 compounds already listed, ordered by heavy-atom count, falling.
# Order of values – Luc counter	ALDH1A1 inh	SMN2 splice enh	RECQ1 helicase	Lamin A splicing	Tau fibril ThT	L3MBTL1 block	KDM4E inh
O=C(NCCN1CCN(c2ccccc2F)CC1)C1c2ccccc2C(=O)N2CCc3ccccc3C12 (stereo unspecified)
→ 8%	-10%	7%	-3%	-5%	-9%	-8%	0%
c1ccc(CN(Cc2ccco2)C(c2ccncc2)c2nnnn2C2CCCC2)cc1 (stereo unspecified)
→ 2%	?	-25%	-17%	-6%	?	?	?
CCN(CC)S(=O)(=O)c1cc(C(=O)Nc2ccccc2C(=O)O)ccc1OC
→ 3%	-12%	10%	-6%	2%[0.0737 µM]	-10%	-2%	4%
CC1=CC(=C(C#N)c2nc3ccccc3s2)C=C(C)N1Cc1ccco1
→ -3%	-4%	-16%	11%	8%	-18%	6%	-3%
Cc1nc2ccccc2c(=O)n1/N=C/C=C/c1ccccc1
→ nt	nt	nt	-1%	nt	-10%	-2%	1%
Cc1ccc(C(=O)NCCN(C)C)c(C)c1
→ -3%	7%	?	0%	1%	-4%	5%	1%

# Back to the main list with the two entries that preceded the break.
# Codes – A = Luc counter; B = ALDH1A1 inh; C = SMN2 splice enh; D = RECQ1 helicase; E = Lamin A splicing; F = Tau fibril ThT; G = L3MBTL1 block; H = KDM4E inh
SMILES: c1ccc(CN(Cc2ccco2)C(c2ccncc2)c2nnnn2C2CCCC2)cc1 (stereo unspecified)
  A: 2%	B: ?	C: -25%	D: -17%	E: -6%	F: ?	G: ?	H: ?
SMILES: Cc1cc(C)c(C#N)c(SCc2nc3ccccc3c(=O)[nH]2)n1
  A: -2%	B: ?	C: 0.79µM*	D: 0%	E: ?	F: ?	G: nt	H: 9%
SMILES: CCCC1=NN2C(=N)/C(=C\c3cc(C)n(-c4cc(C)cc(C)c4)c3C)C(=O)N=C2S1
  A: 4%	B: ?	C: 10%	D: i	E: ?	F: ?	G: -9%	H: ?
SMILES: CS(=O)(=O)NCCSCc1ccc(Cl)cc1
  A: 2%	B: 13%	C: -16%	D: -4%	E: 6%	F: -4%	G: 6%	H: 3%
SMILES: Cc1cc(N2CCN(C/C=C/c3ccccc3)CC2)n2ncnc2n1
  A: 7%	B: 2%	C: -75%[inhibitor]	D: -8%	E: ?	F: -4%	G: -3%	H: -14%
SMILES: COc1ccccc1NC(=O)CSc1nnnn1-c1ccc(C(=O)O)cc1
  A: -4%	B: 12%	C: nt	D: 3%	E: nt	F: -15%	G: 5%	H: 5%
SMILES: COc1ccc(-c2nsc(C(=O)N(c3ccc(F)cc3)C(C(=O)NC3CCCC3)c3ccc(OC)cc3)c2N)cc1 (stereo unspecified)
  A: 0%	B: -9%	C: 0%	D: -1%	E: -15%	F: 3%	G: nt	H: ?
SMILES: CC(C)(C)c1ccc(COC(=O)CNC(=O)CNC(=O)Cc2ccccc2)cc1
  A: -4%	B: 1%	C: 5%	D: -12%	E: 1%	F: -13%	G: 2%	H: -3%
SMILES: O=C(COC(=O)CCCNC(=O)c1ccc(Cl)cc1)NCc1ccccc1Cl
  A: 4%	B: 4.5µM*	C: 4%	D: -4%	E: 15%	F: -2%	G: nt	H: -4%
SMILES: CC(C)c1nnc(NC(=O)c2cccnc2)s1
  A: -7%	B: 4%	C: 15%	D: i	E: 2%	F: 1%	G: nt	H: 7%
SMILES: CCN1CCN(c2ccc(NC(=O)c3cccnc3)cc2Cl)CC1
  A: -2%	B: 3%	C: 8%	D: i	E: 4%	F: 3%	G: -7%	H: -6%
SMILES: CC(=O)c1cc(-c2ccccc2)n(CC(=O)NCc2cccs2)c1C
  A: nt	B: -1%	C: nt	D: -19%	E: ?	F: -2%	G: 5%	H: 7%
SMILES: COC(=O)c1cc(Cl)c(NS(=O)(=O)c2ccccc2)cc1OC
  A: 3%	B: 0%	C: 10%	D: 0%	E: -8%	F: -15%	G: nt	H: ?
SMILES: CCOC(=O)N1CCC(Nc2c(OCC)c(=O)c2=O)CC1
  A: 2%	B: -3%	C: 7%	D: -10%	E: 3%	F: -4%	G: -3%	H: 0%
SMILES: COc1ccc(-n2cnnc2SCC(=O)Nc2cc(S(=O)(=O)N3CCCCC3)ccc2C)cc1
  A: -2%	B: -4%	C: 7%	D: -4%	E: ?	F: 2%	G: -1%	H: -4%
SMILES: Cc1cc(NS(=O)(=O)c2ccccc2)c([N+](=O)[O-])cc1C
  A: 3%	B: ?	C: -8%	D: i	E: 6%	F: ?	G: -13%	H: -11%
SMILES: COC(=O)c1ccc(COc2cc(O)c3c(c2)OC(C)(C)CC3=O)cc1
  A: 2%	B: 0%	C: -50%[inhibitor]	D: -7%	E: ?	F: ?	G: 5%	H: -6%
SMILES: Cc1ccccc1/C=N/N1CCN(c2ccccc2)CC1
  A: 1%	B: 4%	C: ?	D: -2%	E: 1%	F: ?	G: ?	H: 3%
SMILES: CCOC(=O)N1CCN(C(=O)c2ccccc2NC(=O)c2ccc(OC)cc2)CC1
  A: -2%	B: ?	C: 21%	D: -2%	E: -6%	F: 8%	G: -4%	H: 0%
SMILES: Cc1ccc(NC(=S)Nc2ccc(S(=O)(=O)Nc3ncccn3)cc2)cc1Cl
  A: nt	B: ?	C: nt	D: -7%	E: nt	F: 3%	G: 4%	H: -6%

# These rows are one share of the data. The share of hits here may be higher or lower than overall.
